# EPAC1 antagonist = EPAC1 (human) antagonism; 360,000 tested, 0.14% active; AID 720709; EPAC1 GEF assay, Rap1b-BODIPY-GDP exchange fluorescence; O95398; Potency, µM (series often up to 115 µM), without a hit: at the highest dose activity change, negative = inhibition, most hits filed as inhibitors;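 also: plate controls were vehicle for no effect and positive control for full effect; nearly all actives have a fitted effect of over 50% in size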
# TDP-43 yeast inh = TDP-43 toxicity inhibition in yeast. TDP-43 expressing yeast growth rescue, BacTiter-Glo, 24 h. Potency, µM (series often up to 46.1 µM), for the others: at the highest dose growth rescue (activation), usual class: activators. 410,000 tested, 1.8% active; also: % of control where 0% means no effect; nearly all actives have a fitted effect of over 50% in size
#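 In this qHTS, compounds that restore growth of yeast expressing TDP-43 appear as activators. Cells (OD600=0.02, galactose medium, raffinose-pregrown) are incubated with compound 24 hr at 30 deg C and growth is quantified by BacTiter-Glo.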
# EPAC2 ag = activates human EPAC2 exchange factor; AID 720711; Q8WZA2; 360,000 tested, 0.079% active; Potency, µM (highest dose often 154 µM), for the others: at the highest dose activation, most hits filed as activators; EPAC2 activation, biochemical qHTS; response scale: 100% = 6.5 mM cAMP response; also: nearly all actives have a fitted effect of over 50% in size
# Target sequence (Q8WZA2 whole entry, looked up): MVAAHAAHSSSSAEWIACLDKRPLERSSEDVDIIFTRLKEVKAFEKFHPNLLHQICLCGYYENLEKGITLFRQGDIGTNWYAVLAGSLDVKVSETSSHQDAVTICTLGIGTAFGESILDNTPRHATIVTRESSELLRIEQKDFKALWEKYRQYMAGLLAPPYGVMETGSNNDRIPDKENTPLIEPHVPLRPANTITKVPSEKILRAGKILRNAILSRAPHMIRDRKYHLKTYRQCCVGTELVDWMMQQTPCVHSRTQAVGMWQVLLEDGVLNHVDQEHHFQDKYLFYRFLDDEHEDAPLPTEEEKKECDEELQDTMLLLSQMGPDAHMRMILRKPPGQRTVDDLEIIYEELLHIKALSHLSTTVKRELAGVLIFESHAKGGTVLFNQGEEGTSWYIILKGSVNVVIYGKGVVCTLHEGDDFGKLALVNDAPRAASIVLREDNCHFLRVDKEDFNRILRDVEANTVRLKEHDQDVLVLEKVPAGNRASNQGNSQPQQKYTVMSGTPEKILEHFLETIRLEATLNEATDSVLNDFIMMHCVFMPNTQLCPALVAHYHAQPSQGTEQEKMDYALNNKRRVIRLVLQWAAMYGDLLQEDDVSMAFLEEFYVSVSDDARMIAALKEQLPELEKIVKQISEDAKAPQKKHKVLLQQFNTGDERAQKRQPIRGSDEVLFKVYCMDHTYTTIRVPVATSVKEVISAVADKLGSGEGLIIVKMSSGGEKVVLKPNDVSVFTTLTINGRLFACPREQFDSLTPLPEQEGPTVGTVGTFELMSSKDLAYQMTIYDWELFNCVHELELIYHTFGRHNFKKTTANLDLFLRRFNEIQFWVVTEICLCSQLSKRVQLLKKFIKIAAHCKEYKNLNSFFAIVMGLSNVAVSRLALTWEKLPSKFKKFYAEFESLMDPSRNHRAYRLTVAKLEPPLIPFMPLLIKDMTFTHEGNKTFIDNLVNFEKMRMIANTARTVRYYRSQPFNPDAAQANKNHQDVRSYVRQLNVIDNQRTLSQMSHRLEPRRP
#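 Compounds were added across a concentration range to EPAC2 (100 nM), RAP1B-BODIPY-GDP (250 nM) and GDP (50 uM). After 5 min at room temperature, fluorescence was recorded at 5-min intervals for 30 min.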
# FUS yeast rescue = FUS proteinopathy suppression in yeast. S. cerevisiae FUS-expressing, growth rescue, OD600, 24 h. Potency, µM (top dose mostly 76.6 µM), without a hit: at the highest dose growth rescue (activation), usual class: activators. 390,000 tested, 0.24% active. AID 1347120;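 also: plate controls were DMSO vehicle for no effect and reference control for full effect; nearly all actives have a fitted effect of over 55% in size; some results filed as inactive show a strong effect at the top dose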
#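 FUS-expressing yeast, raffinose-pregrown, induced in 2% galactose minimal medium at OD 0.005; compounds in a dilution series, 24hr at 30C. Growth restoration read as absorbance at 600 nm. CP55940 positive control, DMSO negative.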
# PTHR1 agonist = activates the human parathyroid hormone receptor PTHR1; Q03431; HEK293 GP2 PTHR1 cells, GloSensor cAMP luminescence, 1 h; Potency, µM (top dose mostly 115 µM), for inactives: top-dose activation, most hits filed as activators; 410,000 tested, 0.075% active; AID 743266; also: nearly all actives have a fitted effect of over 55% in size; some results filed as inactive show a strong effect at the top dose; inactives centre near -15; many of its hits are not listed in these tables
#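 HEK-293-derived GP2 cells expressing PTHR1 and a GloSensor cAMP reporter, 3,000/well, plated overnight, given luciferin plus IBMX (each 0.5 mM as added) for 1 h at 37 °C, then compound for 1 h at 37 °C. Luminescence was read after 15 min at room temperature.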
# EPAC1 agonist = agonists of human EPAC1. 360,000 tested, 0.073% active. AID 720707. Potency, µM (highest dose often 154 µM), without a hit: top-dose activation, most hits filed as activators. EPAC1 agonist qHTS, biochemical assay; response scale: 100% = response to 6.5 mM cAMP; also: nearly all actives have a fitted effect of over 60% in size
#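 Read-out is the fluorescence drop as BODIPY-GDP leaves Rap1B (480 nm excitation, 540 nm emission), recorded every 5 minutes over 30 minutes. Reactions held 100 nM EPAC1, 250 nM Rap1B–BODIPY-GDP and 50 uM GDP, with 6.5 mM cAMP setting full activation.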
# EPAC2 antag = blocks human EPAC2 exchange factor; 360,000 tested, 0.18% active; Q8WZA2; AID 720708; EPAC2 GEF exchange of Rap1B-BODIPY-GDP, fluorescence; Potency, µM (highest dose often 114 µM), for inactives: at the highest dose activity, negative = inhibition, hits mostly inhibitors; also: % is scaled to controls: 0 for no effect and ±100 for the full control effect; nearly all actives have a fitted effect of over 45% in size; many of its hits are not listed in these tables
# aSyn rescue = rescues yeast growth from alpha-synuclein toxicity; Yeast expressing alpha-synuclein, growth rescue, BacTiter-Glo, 24 h; Potency, µM (series often up to 46.1 µM), for inactives: top-dose growth rescue (activation), hits mostly activators; 370,000 tested, 0.14% active; AID 652106; also: % of control where 0% means no effect; nearly all actives have a fitted effect of over 65% in size
#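 Galactose-induced alpha-syn yeast (OD600=0.02, raffinose-pregrown) + pinned cpd, 24 hr, 30 deg C; growth by BacTiter-Glo luminescence. Growth restoration scores as activation.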
# An asterisk follows results filed as active; i = inactive; ? = inconclusive; / = not tested or not shown; [ ] = another dose, or the depositor's remark. Calls follow the shape of the dose curve; as a rule, active = well fitted curve in the direction sought with a large enough effect; inconclusive = small, poorly fitted or top-dose-only effect, or another doubt; inactive = no such curve, though single readings can be large; an effect the other way counts as inactive or inconclusive. Potency is read from the fitted curve at half-maximal effect. A portion of the library; rates above refer to the full screens.
SMILES,EPAC1 antagonist,TDP-43 yeast inh,EPAC2 ag,FUS yeast rescue,PTHR1 agonist,EPAC1 agonist,EPAC2 antag,aSyn rescue
COc1ccc(NC(=O)C2CCCO2)c(OC)c1 (stereo not drawn),-11%,-8%,1%,0%,-15%,2%,4%,-4%
COc1ccc(CCN2C(=O)C(Oc3ccccc3C)C2c2ccc3c(c2)OCO3)cc1 (stereo not drawn),2%,18%,14%,/,i,10%,16%,2%
COc1ccc(C(=O)N(C)Cc2ccc(OC)c(OC)c2OC)cc1S(=O)(=O)N1CCOCC1,-27%,3%,1%,-10%,-6%,3%,-5%,-1%
O=C(NC(=S)NCc1cccnc1)c1cc(Br)ccc1Cl,-15%,-6%,23%,11%,-90%[inhibitor],-2%,9%,0%
COc1ccccc1C(c1nnnn1Cc1ccco1)N1CCN(c2cccc(C)c2C)CC1 (stereo not drawn),-8%,?,12%,34%,i,9%,0%,14%
COc1cc(/C=N/Nc2nncc3ccccc23)cc(OC)c1OC,-16%,9%,5%,-9%,-61%[inhibitor],-3%,-5%,-3%
CC(C)CCOc1ccc(C(=O)NN2C(=O)NC3(CCCCC3)C2=O)cc1,-2%,19%,0%,16%,-25%,-4%,1%,4%
O=C(c1ccc(Br)cc1)N1CCN(c2ccccn2)CC1,-11%,-6%,7%,-43%,i,10%,-5%,9%
Cn1ncc(Cl)c1C(=O)N1CCOCC1,-3%,-11%[0.397 µM],2%,-5%,i,3%,5%,3%
O=C(COC(=O)c1ccc(Cl)c(S(=O)(=O)N2CCCC2)c1)NC1CCCCC1,7%,-16%,17%,25%,i,7%,-10%,-4%

# One compound at a time, from the list above. Order of screens: EPAC1 antagonist, TDP-43 yeast inh, EPAC2 ag, FUS yeast rescue, PTHR1 agonist, EPAC1 agonist, EPAC2 antag, aSyn rescue
# `COc1ccc(CCN2C(=O)C(Oc3ccccc3C)C2c2ccc3c(c2)OCO3)cc1` (stereo not drawn) across the screens: 2%, 18%, 14%, /, i, 10%, 16%, 2%
# `CC(C)CCOc1ccc(C(=O)NN2C(=O)NC3(CCCCC3)C2=O)cc1` across the screens: -2%, 19%, 0%, 16%, -25%, -4%, 1%, 4%

# New compounds follow:
SMILES,EPAC1 antagonist,TDP-43 yeast inh,EPAC2 ag,FUS yeast rescue,PTHR1 agonist,EPAC1 agonist,EPAC2 antag,aSyn rescue
Oc1ccc(/C=C/c2ccc3ccccc3n2)cc1,-10%,-31%[inhibitor],11%,-14%,-36%,-9%,-4%,0%
CCCCN1C(=O)C(C(=O)OCc2ccccc2)CC2=C1CCCC2=O (stereo not drawn),-14%,10%,7%,-10%,-17%,-19%,?,?
O=C(CSc1nnc(NC(=O)C2CC2)s1)NCc1ccccc1,-11%,12%,9%,9%,i,7%,-8%,-14%
Nc1ccc(C(=O)Nc2ccc(NC(=O)c3ccco3)c(O)c2)cc1,-20%,14%,-1%,16%,-29%,2%,14%,0%
O=C(Cn1cccn1)N1CCCC(Nc2ccc(F)c(F)c2)C1 (stereo not drawn),0%,3%,-4%,/,-18%,3%,6%,0%
COc1ccccc1CNc1ccc(CNc2ncn[nH]2)cc1,-5%,-1%,6%,16%,-20%,7%,7%,-3%
O=C(CCc1ccccc1)Nc1cccc([N+](=O)[O-])c1,-25%,-9%[9.22 µM],-4%,10%,-14%,-4%,4%,-6%
COc1ccc(CN2C(=O)CCC2(C)c2nc3ccccc3[nH]2)cc1 (stereo not drawn),5%,0%,8%,-17%,-24%,3%,8%,-14%
Cc1ccc(C(=O)Nc2ccc(N3CCOCC3)nc2)cc1,-10%,20%,7%,6%,i,5%,-3%[57.1 µM],3%
CCCCc1ccc(N=N/C(C(=O)Nc2cc(OC)c(NC(C)=O)cc2OC)=C(/C)O)cc1,1%,-14%,-6%,?,i,-27%,33%,-13%

# A draw from above in order of SMILES length, falling.
SMILES,EPAC1 antagonist,TDP-43 yeast inh,EPAC2 ag,FUS yeast rescue,PTHR1 agonist,EPAC1 agonist,EPAC2 antag,aSyn rescue
CCCCN1C(=O)C(C(=O)OCc2ccccc2)CC2=C1CCCC2=O (stereo not drawn),-14%,10%,7%,-10%,-17%,-19%,?,?
O=C(CCc1ccccc1)Nc1cccc([N+](=O)[O-])c1,-25%,-9%[9.22 µM],-4%,10%,-14%,-4%,4%,-6%
COc1ccccc1CNc1ccc(CNc2ncn[nH]2)cc1,-5%,-1%,6%,16%,-20%,7%,7%,-3%
Oc1ccc(/C=C/c2ccc3ccccc3n2)cc1,-10%,-31%[inhibitor],11%,-14%,-36%,-9%,-4%,0%

# (further entries)
SMILES,EPAC1 antagonist,TDP-43 yeast inh,EPAC2 ag,FUS yeast rescue,PTHR1 agonist,EPAC1 agonist,EPAC2 antag,aSyn rescue
COc1ccc(C(=O)N2CCC(n3c(C)nc4cc(F)ccc43)CC2)cc1,11%,-16%[0.397 µM],-2%,7%,-23%,-5%,10%,0%
C=CCc1ccccc1OCC(O)CN1CCOCC1 (stereo not drawn),-1%,0%,1%,6%,-22%,-5%,19%,-7%
COc1cc(C(=S)N2CCOCC2)ccc1OC(=O)c1cc([N+](=O)[O-])c(C)c([N+](=O)[O-])c1,-5%,22%,6%,/,i,8%,1%,-3%
CN(C)S(=O)(=O)N1CCCC(C(=O)c2ccc(-c3ccccc3)cc2)C1 (stereo not drawn),22%,-17%,15%,3%,-18%,-4%,20%,0%
CSc1ccc(/C=C2\C(=N)N3N=C(CC(=O)N4CCCCC4)SC3=NC2=O)cc1,-12%,-8%,2%,26%,-10%,12%,-9%,-1%
CN(C(=O)CSc1ncc(C(F)(F)F)cc1Cl)c1c(N)n(Cc2ccccc2)c(=O)[nH]c1=O,-10%,10%,-22%,?,i,-22%,20%,4%
CC1CCN(c2oc(-c3ccccc3F)nc2C#N)CC1,9%,16µM*,7%,-2%,-7%,5%,?,1%
COc1ccc(Cl)cc1-c1nc(-c2ccc(NC(=O)c3ccncc3)cc2)no1,13%,3%,6%,10%,i,-3%,18%,2%
COCc1ccc(C(=O)NC(C)c2cnn(-c3ccccc3C)c2C)o1 (stereo not drawn),-5%,-13%,5%,1%,-8%,-2%,7%,-4%
Cc1cc(SCC(=O)NN)c2cc(Br)ccc2n1,-8%,-23%,12%,?,-7%,9%,-1%,-15%
COc1cccc(-c2nc(-c3ccncc3)no2)c1,9%,10%,-1%,-12%,-8%,11%,0%,1%
CCC1CCCCN1CCCNC(=O)C(C)n1nc(C)c2sc3ccccc3c2c1=O (stereo not drawn),17%,2%,-1%,19%,i,-13%,2%,8%
OCCNCC1(O)C2CC3CC(C2)CC1C3 (stereo not drawn),8%,16%,-1%,5%,i,-6%,2%,-14%
CC1=C(C(=O)OC2CCCCC2)C(c2ccc(F)cc2)NC(=O)N1 (stereo not drawn),-5%,-8%,4%,9%,-25%,12%,-16%,7%
Nn1cnn(Cc2ccccc2)c1=S,7%,-4%,9%,8%,i,12%,-3%,-1%
CC(=O)Nc1ccc(C2NC(=S)N(c3ccccc3C(F)(F)F)C(C)=C2C(=O)N2CCOCC2)cc1 (stereo not drawn),-7%,/,-1%,16%,i,-14%,0%,-3%
O=C(NCCO)NC(=S)c1ccccc1,6%,19%,4%,7%,i,0%,4%,-1%
N#Cc1c(Nc2ccccc2C(F)(F)F)s[nH]c1=O,-11%,?,12%,12%,-21%,4%,5%,5%
COc1ccc(/C=N/NC(=O)CC(=O)NCCc2ccccc2)cc1OC,7%,-1%,11%,11%,-2%,6%,-3%,-3%
CCO[C@@H]1OC(C(=O)N2CCOCC2)=C[C@H](C(C)(C)C)[C@H]1CCCO,-9%,11%,10%,-18%,-2%,-17%,10%,1%
CN1CCN(C(c2ccc(C(F)(F)F)cc2)c2ccc3cccnc3c2O)CC1 (stereo not drawn),?,?,9%,31%,i,-5%,-11%,-19%
CCCCSCCCNC(=O)CS(=O)Cc1nc(-c2cccc(C)c2)oc1C (stereo not drawn),2%,?,3%,28%,-25%,-5%,0%,/
Cc1ccccc1NC(=O)Cn1nc(-c2ccccc2)nc1-c1ccccc1,0%,15%,-5%,47%,i,1%,-5%,0%
Cc1cc(C(=O)OC2CCOC2=O)c2ccccc2n1 (stereo not drawn),7%,-9%,12%,-14%,i,6%,0%,-12%
CCOC(=O)C1(C)CCN1C(=O)c1csnn1 (stereo not drawn),10%,20%,6%,-5%,i,1%,8%,-2%
COc1ccccc1C1CCCN1Cc1nc(-c2cc3c(cc2Cl)OCO3)oc1C (stereo not drawn),-14%,-13%,12%,5%,28%,8%,3%,1%
CN1CCN(c2cc(N3CCc4ccccc4C3)c(F)cc2[N+](=O)[O-])CC1,-22%,-2%,1%,/,i,-9%,-1%,2%
COc1ccc(C(C)=O)cc1CSc1nncn1-c1ccccc1,8%,8%,-3%,11%,i,-3%,2%,-1%
O=C(Oc1cccc(C(=S)N2CCOCC2)c1)c1ccccc1,-12%,?,14%,8%,-7%,7%,-5%,8%
COc1ccc(OC)c(NC(=O)CN2C(=O)COc3ccc(C)cc32)c1,10%,29%,3%,-8%,-20%,-12%,5%,16%
O=C(CNC(=O)OCc1ccccc1)Oc1ccc2ccc(=O)oc2c1,9%,-11%,6%,-2%,i,4%,2%,5%
CCOc1ccccc1N(CC)C(=O)c1nn(C)c2c1CSc1ccccc1-2,-2%,?,19%,56%,i,5%,-29%,-7%
CCC1=C/C(=C/N(C)c2ccccc2)C(=O)S1,1%,18%,11%,37%,-5%[57.5 µM],8%,1%,0%
CC(C)=CC(=O)N1CCCC(N2CCN(c3ccccc3C)CC2)C1 (stereo not drawn),-1%,1%,0%,-10%,i,10%,16%,-6%
Cc1cc(C(=O)Oc2ccccc2C(=O)O)c(C)o1,-25%,-3%,0%,21%,-9%[57.5 µM],-10%,-3%,8%
O=C(c1cncc(Br)c1)N1CCN(c2ccc([N+](=O)[O-])cc2)CC1,7%,6%,-13%,-7%,i,10%,-1%,-3%
CCC(=O)N=c1sc2cc(F)cc(F)c2n1C,-1%,14%,14%,-36%,-13%,8%,8%,4%
Cc1cc(CNCc2c(C(=O)N3CCCCCCC3)nc3ccc(Cl)cn23)nn1C,-4%,-6%,-4%,-11%,i,-3%,3%,-2%
N#Cc1cn(-c2ccccc2)nc1C(=O)c1ccccc1,-25%,-2%,-7%,-10%,-53%[inhibitor][57.5 µM],-9%,5%,1%
COC(=O)Cc1[nH]nc2c1C(c1ccc(O)c(OC)c1)C(C#N)=C(N)O2 (stereo not drawn),-2%,1%,-5%,23%,-21%,-4%,13%,-3%
Cc1csc(SC(C)C(=O)NCC2CCCCC2)n1 (stereo not drawn),8%,5%,6%,-12%,-5%,-6%,6%,-4%

# Screening results (PubChem)
